TRPC4 act – opens the mouse TRPC4 cation channel. Q9QUQ5. HEK293 TRPC4beta/mu-opioid, Fluo4 calcium fluorescence; stronger effect = higher value. B-score at 10 µM. hit rate 0.49% among 310,000;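 active means B-score above 5 SD of library B-scores, and initial fluorescence ratio not above library mean plus 5 SD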;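 further: positive B-score marks a calcium rise read as TRPC4 activation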
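Assay system: HEK293 stable line with TRPC4beta plus mu-opioid receptor; schedule: 45 min room-temperature Fluo4 loading, 110 s read; technique: kinetic Fluo4 calcium fluorescence; evaluation: integrated baseline-normalised fluorescence ratio, converted to per-well B score; controls: buffer (low) and maximal DAMGO (high)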
TRPC4 PAM – allosterically enhances the mouse TRPC4 cation channel. Q9QUQ5. hit rate 0.42% among 310,000. HEK293 TRPC4beta/mu-opioid, DAMGO EC20, Fluo-4 Ca2+ flux; stronger effect = higher value. B-score at 10 µM;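 active means B-score of calcium response area above 5 SD of library B-scores, with initial fluorescence ratio within 5 SD of library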;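 further: B-score of integrated fluorescence ratio over time as area under calcium response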
MrgX1 ag – activates human MrgX1 receptor signaling; Q96LB2; MrgX1-HEK293 cells, Fluo-4 calcium fluorescence, agonist mode; stronger effect = higher value; B-score at 10 µM; hit rate 0.44% among 310,000;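 active means calcium response B-score plate-corrected fluorescence ratio at least 3 library SD, with starting fluorescence B-score inside 5 SD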
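Assay system: MrgX1-expressing HEK293 cells / Amount: fifteen thousand cells per well / Doses: test compound in the initial addition of three / Timing: cells plated overnight, dye loaded 0.5 h 37 °C, 0.5 h room temperature / Technique: kinetic calcium dye fluorescence, Fluo-4 NW / Control set: positive and negative controls per plate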
TRPC4 inh – inhibitors of mouse TRPC4 channel; Q9QUQ5; HEK293 TRPC4beta/mu-opioid, DAMGO-evoked Fluo4 calcium flux; stronger effect = lower value; B-score at 10 µM; hit rate 0.39% among 300,000; AID 2247;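 active means B-score over 3 SD under the library average, no early fluorescence shift, positive overall ratio signal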
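Test system – stable TRPC4beta/mu-opioid receptor HEK293 cells · Probe or stimulus – DAMGO, a submaximal dose followed by a maximal one · Dosing – one concentration per compound · Signal – Fluo4 calcium fluorescence by kinetic imaging, 5 s 1 Hz baseline · Evaluation – per-well B score of integrated baseline-normalized Fluo4 ratio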
ANO1 activ – activates or potentiates the mouse TMEM16A chloride channel. HEK293 TMEM16A/YFP-H148Q/I152L, iodide quench fluorescence; stronger effect = lower value. Q8BHY3. AID 623877. B-score at 10 µM. hit rate 0.3% among 340,000;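 active means fluorescence-ratio B-score plate-corrected deviation score at least 3 library SD below zero, with starting fluorescence score within 5 deviations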;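 further: channel opened by trigger with iodide after compound preincubation; score built on the fluorescence ratio of max minus min over baseline; more negative score means more quench and so TMEM16A activation or potentiation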
MrgX1 PAM – allosterically activates human MrgX1 receptor signaling | MrgX1-HEK293, Fluo-4 calcium flux, FDSS; stronger effect = higher value | B-score at 10 µM | hit rate 0.63% among 310,000 | AID 588675;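 active means plate-corrected calcium response at least 3 library SD above typical, normal starting fluorescence, not activating the receptor alone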;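 further: compound read alongside a low EC10 to EC30 dose of BAM8-22 agonist; peak minus trough fluorescence over baseline measured at the second addition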
TRPC6 act – activators of mouse TRPC6 channel; B-score at 10 µM; Q61143; hit rate 0.13% among 310,000; HEK293-TRPC6 membrane potential dye fluorescence; stronger effect = higher value;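 active means B-score of the integrated fluorescence ratio above library mean plus 3 SD, and starting fluorescence ratio within library mean plus 5 SD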;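 further: higher score means more depolarization so channel activation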
Target sequence (Q61143 whole entry, looked up): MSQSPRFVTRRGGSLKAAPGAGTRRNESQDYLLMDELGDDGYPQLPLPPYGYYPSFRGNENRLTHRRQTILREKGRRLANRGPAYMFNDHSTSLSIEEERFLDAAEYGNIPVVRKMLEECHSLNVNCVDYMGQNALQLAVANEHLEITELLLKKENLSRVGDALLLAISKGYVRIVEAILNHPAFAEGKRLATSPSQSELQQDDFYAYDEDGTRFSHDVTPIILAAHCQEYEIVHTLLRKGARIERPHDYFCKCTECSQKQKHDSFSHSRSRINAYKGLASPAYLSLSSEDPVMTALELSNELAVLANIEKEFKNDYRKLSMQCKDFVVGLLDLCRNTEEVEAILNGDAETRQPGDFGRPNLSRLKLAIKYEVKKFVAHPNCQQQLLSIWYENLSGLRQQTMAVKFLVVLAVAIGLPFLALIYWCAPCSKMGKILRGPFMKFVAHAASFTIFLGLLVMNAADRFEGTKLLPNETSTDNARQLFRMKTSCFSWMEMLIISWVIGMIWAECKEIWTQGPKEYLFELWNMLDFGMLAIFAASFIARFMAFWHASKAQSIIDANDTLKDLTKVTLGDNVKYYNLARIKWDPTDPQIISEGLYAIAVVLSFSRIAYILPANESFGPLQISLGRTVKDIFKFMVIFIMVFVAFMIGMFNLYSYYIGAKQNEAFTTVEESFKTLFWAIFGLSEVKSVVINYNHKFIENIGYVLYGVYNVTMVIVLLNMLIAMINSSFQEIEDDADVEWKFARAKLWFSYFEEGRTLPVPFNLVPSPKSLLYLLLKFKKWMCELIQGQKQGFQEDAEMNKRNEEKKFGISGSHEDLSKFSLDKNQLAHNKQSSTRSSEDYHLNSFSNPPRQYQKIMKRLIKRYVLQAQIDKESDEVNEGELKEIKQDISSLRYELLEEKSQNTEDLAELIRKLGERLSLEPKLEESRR
ANO1 block – blocks the mouse calcium-activated chloride channel TMEM16A; Q8BHY3; HEK293 TMEM16A/YFP iodide influx fluorescence, ionomycin; normalized B-score (activity score, 25-100; higher = stronger inhibition) at 10 µM; hit rate 1.2% among 310,000;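 active means ratio plate-corrected score three or more library SD toward inhibition, starting fluorescence score within five deviations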;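 further: score derived from kinetic fluorescence span divided by baseline fluorescence per well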
MrgX1 antag – human MrgX1 receptor antagonism, primary screen; Q96LB2; hit rate 1.3% among 310,000; B-score at 10 µM; MRGX1-HEK293 calcium flux, Fluo-4, BAM8-22 antagonism; stronger effect = lower value;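 active means calcium-response B-score plate-corrected more than 3 library SD below zero, starting fluorescence within 5 deviations, no agonist response on first addition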;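 further: peak minus trough fluorescence over baseline after final BAM8-22 challenge near maximal dose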
TRPC6 inh – blocks the mouse TRPC6 cation channel. HEK293-TRPC6, membrane potential dye, ACh-evoked depolarization; stronger effect = lower value. Q61143. hit rate 1.1% among 310,000. AID 2553. B-score at 10 µM;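 active means B-score under library mean minus 3 SD, initial fluorescence not abnormally high, positive integrated signal ratio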;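 further: B-score derived from integrated fluorescence ratio over the kinetic read; more negative B-score means stronger inhibition of depolarization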
SKKanGAS inh – blocks kanamycin growth of S. pyogenes SKKanGAS strain; BacTiter-Glo, 6 h; inhibition, % at 7.5 µM; hit rate 1.3% among 300,000;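 active means mean replicate score, as percent of positive control median, at least 50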;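 further: strain carries kanamycin resistance gene driven by streptokinase promoter and grows in 40 µg/ml kanamycin; loss of luminescence reflects streptokinase promoter inhibition or plain growth inhibition; 0% = median of DMSO wells and 100% = positive control at its reference dose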
An asterisk follows results filed as active; i = inactive; / = not tested or not shown. Outcome played no part in choosing rows; about 6.7% have a hit in one of these screens.

canonical_smiles | ANO1 block | MrgX1 ag | TRPC6 act | TRPC6 inh | MrgX1 antag | TRPC4 PAM | TRPC4 inh | SKKanGAS inh | MrgX1 PAM | TRPC4 act | ANO1 activ
CC(=O)Nc1ccc(S(=O)(=O)NC(C(=O)O)C(C)C)cc1 (stereo unspecified) | i | i | i | i | i | i | i | -1.0 | i | i | i
Cc1ccc(S(=O)(=O)N2CCN(C(=O)CN3CCCCC3)C2)cc1 | i | i | i | i | i | i | i | -5.2 | i | i | i
O=c1[nH]cccc1-c1nc2ccccc2[nH]1 | i | i | i | i | i | i | i | -4.1 | i | i | i
COc1cccc(/C=N/NC(=O)C(C)n2nc(C)c([N+](=O)[O-])c2C)c1O (stereo unspecified) | i | i | i | i | i | i | i | 5.7 | i | i | i
O=C(CC(=O)c1ccccc1)Nc1cc([N+](=O)[O-])ccc1Cl | i | i | i | i | i | i | i | 2.6 | i | i | i
CC(=O)Oc1cc2cccc(OC(C)=O)c(=O)c2c(OC(C)=O)c1OC(C)=O | i | i | i | i | i | i | i | 8.6 | i | i | i
C[C@H](NC(N)=O)C(=O)Nc1ccc(OCc2ccccc2)cc1 | i | i | i | i | i | i | i | -8.6 | i | i | i
COC(=O)c1ccc(NC(=O)COc2ccc(C3C(C#N)=C(N)Oc4c3ccc3ccccc43)cc2OC)cc1 (stereo unspecified) | i | i | i | i | i | i | i | 15.7 | i | i | i
O=C(Cc1ccccc1)NC(=S)Nc1ccc(OC(F)F)cc1 | i | i | i | i | i | i | i | -4.6 | i | i | i
Nc1ccc(-c2cc(-c3cccc(N)c3)nc(-c3ccccc3)n2)cc1 | i | i | i | i | i | i | i | -13.9 | i | i | i
O=c1c2c(n3cnnc3n1-c1ccccc1)-c1ccccc1CC21CCCC1 | i | i | i | i | i | i | i | -0.3 | i | i | i
Cc1nnc(SCC(=O)Nc2nccs2)n(N)c1=O | i | i | i | i | i | i | i | -7.8 | i | i | i
Cc1cccc(OCC(=O)Nc2ccccc2N2CCCC2)c1C | i | i | i | i | i | i | i | 20.0 | 26.2* | i | i
CCOC(=O)c1c(NC(=O)CSc2nc3c(c(=O)n(C)c(=O)n3C)n2C(C)C)sc(C)c1C | i | i | i | i | i | i | i | 2.6 | i | i | i
Cc1nc2ccccc2c2c1CC(C(C)(Cl)Br)O2 (stereo unspecified) | 25* | i | i | i | i | i | i | -5.8 | i | i | i
CC(=O)Nc1ccc2nc(NC(=O)c3ccc([N+](=O)[O-])o3)sc2c1 | i | i | i | i | i | i | i | 19.8 | i | i | i
COc1ccccc1NC(=O)C(C)OC(=O)CN1C(=O)C2CC=CCC2C1=O (stereo unspecified) | i | i | i | i | i | i | i | -3.8 | i | i | i
COC(=O)c1sccc1NC(=O)c1c(C)c(-c2cccc(Cl)c2)nc2ccccc12 | i | i | i | i | i | i | i | 4.2 | i | i | i
COCCCNC(c1ccccc1)c1ccncc1 (stereo unspecified) | i | i | i | i | i | i | i | -2.4 | i | i | i
COc1ccccc1CCNC(=O)COc1cccc2c1OC(C)(C)C2 | i | i | i | i | i | i | i | -3.4 | i | i | i
O=C(Cn1nc(-c2ccc(F)cc2)ccc1=O)Nc1ccc2c(c1)OCCO2 | i | i | i | i | i | i | i | -6.2 | i | i | i
Cc1ccc(C(=O)Cn2nnc3ccccc32)cc1[N+](=O)[O-] | i | i | i | i | i | i | i | 3.3 | i | i | i
NC(=O)C1CCN(C(=O)COc2ccc3c4c(c(=O)oc3c2)CCC4)CC1 | i | i | i | i | i | i | i | -5.8 | i | i | i
CN1CCN(c2ccccc2NC(=O)COc2ccc(C3CCCCC3)cc2)CC1 | i | i | i | i | i | i | i | 5.7 | i | i | i
O=[N+]([O-])c1ccc(OCC(O)CNCCNc2nccc(C(F)(F)F)n2)cc1 (stereo unspecified) | i | i | i | i | i | i | i | 1.4 | i | i | i
Cc1ccc(S(=O)(=O)N2CCC(CN3C(=O)c4cccc5cccc(c45)C3=O)CC2)cc1 | i | i | i | i | i | i | i | -3.7 | i | i | i
Cc1ccsc1C(=O)Nc1nc2ccccc2[nH]1 | i | i | i | i | i | i | i | 37.5 | i | i | i
CCCCn1c(N)c(N(Cc2ccccc2OC)C(=O)CSCC(=O)Nc2cccc(C)c2)c(=O)[nH]c1=O | i | i | i | i | i | i | i | 0.7 | i | i | i
COC(CN(C)C(=O)c1ccc2c(c1)NC(=O)c1ccccc1S2)OC | i | i | i | i | i | i | i | 4.4 | i | i | i
COc1ccc(-c2nn3c(-c4ccccc4)nnc3s2)cc1OC | i | i | i | i | i | i | i | -5.6 | i | i | i
Cc1ccccc1NC(=O)c1ccccc1-c1ccccc1 | i | i | i | i | i | i | i | -9.7 | i | i | i
O=P(O)(CCc1ccccc1)CN1CCCCC1 | i | i | i | i | i | i | i | -15.9 | i | i | i
CN1C(=O)/C(=C/c2cccc(Cl)c2)Sc2ccc(C(=O)N3CCCC3)cc21 | i | i | i | i | i | i | i | -0.7 | i | i | /
O=C(O)Cc1ccc(C(=O)c2cccs2)s1 | i | i | i | i | i | i | i | 1.8 | i | i | i
CN(CC(=O)Nc1ccccc1Br)C(=O)CNC(=O)c1ccc2c(c1)OCO2 | i | i | i | i | i | i | i | 1.4 | i | i | i
COc1cc(/C=C/C(=O)OCC(=O)Nc2ccc(C)c(S(=O)(=O)N3CCCCC3)c2)ccc1O | i | i | i | i | i | i | i | 23.6 | i | i | i
C=CCC(CC=C)(NC(=O)c1ccccc1C)c1ccccc1 | i | i | i | i | i | i | i | 4.3 | i | i | i
Cc1cnnc2ccc3c(no[n+]3[O-])c12 | i | i | i | i | i | i | i | 7.1 | i | i | i
O=S(=O)(c1ccc(Cl)cc1Br)N1CCCCC1 | i | i | i | i | i | 17* | i | -0.3 | i | i | i
CC1C(=O)Nc2ccccc2N1C(=O)c1ccccc1 (stereo unspecified) | i | i | i | i | i | i | i | -4.1 | i | i | i
O=S(=O)([N-]c1nc2ccccc2nc1-n1cc[n+](Cc2ccccc2)c1)c1ccc(Cl)cc1 | i | i | i | i | i | i | i | 16.9 | i | i | i
CCN(C(=O)Cn1cc(C(C)=O)c2ccccc21)c1ccccc1 | i | i | i | i | i | i | i | 3.9 | i | i | i
COC(=O)C(=O)C/C(=N/Nc1ncnc2ccccc12)c1ccc(Cl)cc1 | i | i | i | i | i | i | i | 11.8 | i | i | i
O=c1[nH]nc(-c2ccc(NCCO)c([N+](=O)[O-])c2)c2ccccc12 | i | i | i | i | i | i | i | 5.3 | i | i | i
Cc1ccc(NC(=S)N(CCCN2CCOCC2)Cc2ccco2)cc1C | i | i | i | i | i | i | i | / | i | i | i
CN1CCN(C(c2cccc(Cl)c2)c2ccccc2Cl)CC1 (stereo unspecified) | i | i | i | i | i | i | i | 10.9 | i | i | i
Cc1cc(C)cc(C(=O)NC2C(=O)N3C(C(=O)O)=C(CSc4nnc(C)s4)CSC23)c1 (stereo unspecified) | i | i | i | i | i | i | i | 96.4* | i | i | i
CC(=O)Nc1cccc([N+](=O)[O-])c1 | i | i | i | i | i | i | i | -3.6 | i | i | i
C=CCC1NS(=O)(=O)OC(CCc2ccccc2)C1O (stereo unspecified) | i | i | i | i | i | i | i | -1.3 | i | i | i
O=C(COc1ccccc1Cl)Nc1ccc(C(=O)N2CCCCC2)cc1 | i | i | i | i | i | i | i | -0.6 | i | i | i
CCN1C(=O)c2cccc3c(Cl)ccc(c23)C1=O | i | i | i | i | i | i | i | -5.2 | i | i | i
CCn1nnc(-c2ccccc2NS(=O)(=O)c2ccc(S(=O)(=O)N(C)C3CCCCC3)cc2)n1 | i | i | i | i | i | i | i | 0.0 | i | i | i
COC(=O)C1NN=C(C(=O)c2ccccc2)C1c1ccccc1 (stereo unspecified) | i | i | i | i | i | i | i | 3.6 | i | i | i
O=C1CCC/C1=c1\s/c(=C\c2cccnc2)c(=O)n1-c1ccccc1 | i | i | i | i | i | i | i | 7.2 | i | i | i
COc1ccccc1CNC(=O)C(CC(C)C)NC(=O)C1CCC(C)CC1 (stereo unspecified) | i | i | i | i | i | i | i | -1.8 | i | i | i
COc1cc(OC)c(NC(=O)CCNS(=O)(=O)c2cc(Br)cnc2N)cc1Cl | i | i | i | i | i | i | i | -0.8 | i | i | i
Cc1ccc(C(c2c(C)[nH][nH]c2=O)c2c(C)[nH][nH]c2=O)cc1 | i | i | i | i | i | i | i | -7.2 | i | i | i
O=C(NC1CCCCC1)N(Cc1cc2cc3c(cc2[nH]c1=O)OCCO3)CC1CCCO1 (stereo unspecified) | i | i | i | i | i | i | i | -1.5 | i | i | i
COCC(=O)Nc1cc(C(=O)NCC(C)C)ccc1Cl | i | i | i | i | i | i | i | -4.1 | i | i | i
CNC(=O)c1cc(OCC(F)(F)F)ccc1OCC(F)(F)F | i | i | i | i | i | i | i | 1.6 | i | i | i

Other entries:
canonical_smiles | ANO1 block | MrgX1 ag | TRPC6 act | TRPC6 inh | MrgX1 antag | TRPC4 PAM | TRPC4 inh | SKKanGAS inh | MrgX1 PAM | TRPC4 act | ANO1 activ
COc1cccc(-c2nc(N3CC(C)CC(C)C3)c3ccccc3n2)c1O (stereo unspecified) | / | / | i | i | / | i | i | 64.9* | / | i | i
COc1ccc(CNC(=O)CSc2nnnn2-c2ccccc2)cc1 | i | i | i | i | -9.87* | i | i | -10.6 | i | i | i
C/C(O)=C(\C#N)c1nnc2n1CCCCC2 | i | i | i | i | i | i | i | 1.2 | i | i | i
COC(=O)c1ccsc1NC(=O)CSc1nnnn1Cc1ccccc1 | i | i | i | i | i | i | i | / | i | i | i
COc1ccc2oc(C(=O)OCC(=O)Nc3ccc(N4CCOCC4)cc3)c(C)c2c1 | i | i | i | i | -8.49* | i | i | -1.5 | i | i | i
CCOc1ccc(NC(=O)c2cccnc2C(=O)O)cc1 | i | i | i | i | i | i | i | 3.9 | i | i | i
COc1ccc(NC(=O)C2CCN(S(=O)(=O)c3cccnc3)CC2)cc1Cl | i | i | i | i | i | i | i | -2.6 | i | i | i
O=C(c1ccc2c(c1)CCN2S(=O)(=O)c1ccccc1)N1CCN(c2ccccc2F)CC1 | i | i | i | i | i | i | i | 2.9 | i | i | i

Screening results as filed in PubChem BioAssay.
